Source: PubChem BioAssay (Fisher Drug Discovery Resource Center)
NPYLR7 ag: agonists of mosquito NPYLR7 receptor, primary screen, cell-based, Aedes aegypti, calcium fluorescence, mosquito biting behavior; Aedes aegypti neuropeptide Y-like receptor 7 (NPYLR7); HEK293T NPYLR7/Galpha15, GCaMP6s calcium fluorescence; activation, % at 10 µM; 0.15% of 270,000 active; AID 1259423, 2018; in the data active means activation above about 40%;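 further: 0% = vehicle and 100% = reference agonist at the receptor; some compounds past the cut are filed as inactive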
mcGAS lum: cyclic GMP-AMP synthase inhibitors, mouse, primary biochemical chemiluminescence. Q8C6L5. recombinant cGAS, Kinase-Glo ATP depletion luminescence. inhibition, % at 12.5 µM. 0.15% of 160,000 active;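 further: 0% = negative control wells and 100% = reference inhibitor with no enzyme activity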
hcGAS inh: Primary biochemical luminescence assay for human cyclic GMP-AMP synthase inhibitors | Q8N884 | recombinant h-cGAS, ATP depletion, Kinase-Glo luminescence | inhibition, % at 12.5 µM | 0.081% of 290,000 active;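 further: 0% = vehicle reaction and 100% = reaction without DNA for no activity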
Target sequence (Q8N884 whole entry, looked up): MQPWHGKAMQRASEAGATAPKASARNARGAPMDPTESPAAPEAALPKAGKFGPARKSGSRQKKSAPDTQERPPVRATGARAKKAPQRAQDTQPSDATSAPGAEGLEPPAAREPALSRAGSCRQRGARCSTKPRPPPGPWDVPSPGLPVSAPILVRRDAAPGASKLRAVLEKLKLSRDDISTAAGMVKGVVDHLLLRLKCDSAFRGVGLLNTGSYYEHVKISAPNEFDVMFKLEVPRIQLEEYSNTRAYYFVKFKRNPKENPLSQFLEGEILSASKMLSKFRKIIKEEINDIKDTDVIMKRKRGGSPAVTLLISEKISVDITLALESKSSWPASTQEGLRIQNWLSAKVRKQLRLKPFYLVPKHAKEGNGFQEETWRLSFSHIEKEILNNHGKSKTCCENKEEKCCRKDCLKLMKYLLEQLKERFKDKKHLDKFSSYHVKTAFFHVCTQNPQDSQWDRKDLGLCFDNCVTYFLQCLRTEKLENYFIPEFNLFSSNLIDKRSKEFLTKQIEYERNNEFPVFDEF
An asterisk follows results filed as active; nt = no result given; & = joins results of further samples. Unless noted, no stated cut-off is given here; in the data, active means inhibition above about 40%; inactive means the rest.

SMILES | NPYLR7 ag | mcGAS lum | hcGAS inh
C=CCNC(=S)N1CCc2cc(OC)c(OC)cc2C1CNC(=O)Nc1ccc(C)cc1 (stereo not given) | 17.4 | -6.1 | -9.5
O=C(O)c1nn(-c2cccc(F)c2)c(=O)n(Cc2cccc(Cl)c2)c1=O | 16.7 | nt | 5.1
O=C(/C=C/c1ccc(OC(F)(F)F)cc1)N[C@H](Cc1ccccc1)C(=O)N1CCC(C(=O)N2CCOCC2)CC1 | -4.1 | -6.9 | -5.2
CCOCCOc1nc(-c2ccccc2C)n(-c2ccc(NC(=O)c3ccc4ccccc4c3)cc2)n1 | nt | -8.7 | -2.8
O=C(NCc1ccccn1)c1ccc(CSc2nc(-c3ccccc3)cc(N3CCN(c4ccccc4Cl)CC3)n2)o1 | nt | -5.8 | -7.1
CNC(=O)NC(=O)C(C)N1CCN(C(C)c2nc(Cc3ccccc3)no2)CC1 (stereo not given) | -1.1 | nt | -5.1
Cc1nc(N2CCCCC2)ncc1C(=O)N1CCOC(CN)C1 (stereo not given) | -3.2 | nt | -5.1
O=S1(=O)CC2NC(=S)N(c3cccc(Cl)c3Cl)C2C1 (stereo not given) | 1.2 | nt | 4.2
COc1ccccc1OC1CCN(C(=O)c2ccc(-n3cc(NC(=O)C4CCOC4)cn3)cc2)CC1 (stereo not given) | 1.6 | -12.1 | -5.9
COCCNc1nc(SC)nc2c1cnn2CCNC(=O)c1cccc(OC)c1OC | nt | -0.5 | 1.8
CC(NS(=O)(=O)NCc1ccccc1)c1cn2ccsc2n1 (stereo not given) | 9.8 | nt | -7.3
O=C(O)C1CCC(N2C(=O)c3c(Cl)c(Cl)c(Cl)c(Cl)c3C2=O)CC1 (stereo not given) | -9.2 | nt | -4.8
CC(=O)Oc1c(-c2ccc(NC(=O)c3cccs3)cc2)c(-c2ccc(C)cc2)nn1-c1ccc(C)cc1 | -1.9 | -3.6 | -0.5
Cc1c(C(=O)N2CCN(c3ncccc3C(=O)NCc3cccs3)CC2)oc2ccccc12 | 23.5 | -5.3 | -6.4
CC(c1cccc(Cl)c1)N(C)C(=O)Nc1cccn(C)c1=O (stereo not given) | 13.2 | -7.7 | -13.2
Cn1nnc2c(N3CCN(C(=O)C4CC4)CC3)ncnc21 | 2.0 | nt | -5.5
C=CC[C@@H]1CC=C[C@@H](C)N1C(=O)c1cc(COc2ccc3sc(C)nc3c2)on1 | 5.2 | nt | -6.4
C=CCc1cc(C(=O)NCC(=O)NC(C)(C)C)cc(OC)c1OC | 10.9 | nt | -4.5
CC(C)c1cc(C(=O)N(C)CCC(O)c2ccccc2)n(C)n1 (stereo not given) | 0.4 | -18.7 | -3.4
Cc1ccc(OCCCC(=O)Nc2ccc(C(N)=O)cc2)c(C)c1 | -3.4 | nt | 7.6
Cc1ccc(C(=O)N2C(=S)C(c3ccccc3)=NC2(C)C)cc1 | 7.7 | -7.8 | -5.7
COc1ccc(N2C(=O)C(c3c(-c4ccccc4)[nH]n(C)c3=O)=C(N3CCCC3)C2=O)c(OC)c1 | 4.8 | -5.3 | 1.0
c1cc2c(s1)CCN(Cc1nc(-c3ccc4c(c3)OCO4)no1)C2 | 0.8 | nt | -5.7
Cc1cccc(COC2CCCN(C(=O)Cc3ccccc3)C2)c1 (stereo not given) | 6.4 | -3.1 | -4.6
CSc1nc(N2CCCC2)c2cnn(CCNC(=O)CSc3ccc(F)cc3)c2n1 | 6.7 | -7.7 | 2.5
FC(F)Oc1ccc(Br)cc1/C=C1/CCC=C1N1CCOCC1 | 11.0 | nt | -13.9
COc1ccccc1OCCSc1nc2ccccc2n1CCC(=O)O | -2.4 | -2.3 | -2.5
COC(=O)c1ccc2oc(=O)n(C3CCN(C(=O)C4CCCC4)CC3)c2c1 | 1.2 | -5.1 | -5.2
CCOC(=O)C1(Cc2cccc(OC)c2)CCN(Cc2nc3c(s2)CCCC3)CC1 | -6.6 | -2.9 | -4.3
Cc1nc(N2CCCCCCC2)ncc1C(C)NCc1cnc(C)n1C (stereo not given) | 15.9 | nt | -9.6
COc1cc(C=NNC(=O)c2cc(C(C)C)[nH]n2)ccc1O | 3.5 | -9.8 | -7.7
CC(=O)Nc1cccc(-c2nccc3n[nH]c(C4CCCCC4)c23)c1 | 1.3 | -6.0 | -3.3
CCc1nc2ccc(C(=O)NCc3ccccc3OC)cn2c1N(CCC(C)C)CCN(C)C | -5.6 | -2.4 | -5.6
CCOC(=O)C1(Cc2ccccc2)CCCN(Cc2c(C)n(C)n(-c3ccccc3)c2=O)C1 (stereo not given) | 3.5&12.9 | -3.7 | -10.0&-2.4
Nc1nonc1-c1noc(-c2ccccc2Cl)n1 | 0.2 | -7.5 | -0.6
Cn1c(=O)[nH]c(=O)c2c1nc(N1CCN(Cc3ccccc3F)CC1)n2Cc1ccccc1Cl | -1.9 | nt | -1.9
Cc1ccn2c(NC(C)(C)CC(C)(C)C)c(-c3cccc(OC(=O)c4ccccc4F)c3)nc2c1 | 24.1 | -4.2 | -7.2
Cc1cc(C(C)(C)C)cc(C)c1Cn1nc(C)c(C)c(C#N)c1=O | 2.5 | -7.9 | -6.5
OC(COCc1ccccc1)CN(Cc1cccs1)C1CC1 (stereo not given) | 24.3 | -5.9 | -7.1
CCCc1nnc(C(=O)N2CC[C@H](NC(C)=O)C2)o1 | 2.0 | nt | 0.1
CCOCCn1c(N2CCC(C)CC2)nc2c1c(=O)[nH]c(=O)n2C | nt | -6.7 | -9.3
O=C(CSc1ccc2nnc(-c3ccncc3)n2n1)N1CCCC1 | -2.7 | -6.2 | -7.8
N#C/C(=C/c1cn(-c2ccc([N+](=O)[O-])cc2)nc1-c1ccccc1)c1nc2ccccc2c(=O)[nH]1 | 23.7 | nt | -2.4
COc1ccc(-c2nc(NCCNC(=O)c3ccc(C(C)(C)C)cc3)c3ccccc3n2)cc1 | 6.6 | -5.4 | -11.1
Brc1ccc(OCc2cccc3ccccc23)nc1 | 2.1 | nt | 0.7
Cc1ccc(-c2cc(C(=O)N3CCCC(N4CCc5ccccc5C4)C3)n[nH]2)s1 (stereo not given) | 5.4 | nt | -3.0
c1coc(-c2nccn2CCc2c[nH]c3ccccc23)c1 | 3.5 | nt | -6.2
CCC(C)(C)C1CCC(=NNC(=O)c2ccoc2C)CC1 (stereo not given) | -11.7 | nt | -3.2
CCCOC(=O)c1ccccc1OCC(N)=O | -1.9 | 4.2 | 3.9
CC1=NC2=C(C(=O)CCC2)C(c2ccc(OCc3ccc(Cl)cc3)cc2)C1C#N (stereo not given) | -7.8 | -5.6 | -1.2

Quoted at random: 3 compounds from above
SMILES | NPYLR7 ag | mcGAS lum | hcGAS inh
CCOCCn1c(N2CCC(C)CC2)nc2c1c(=O)[nH]c(=O)n2C | nt | -6.7 | -9.3
O=C(CSc1ccc2nnc(-c3ccncc3)n2n1)N1CCCC1 | -2.7 | -6.2 | -7.8
Brc1ccc(OCc2cccc3ccccc23)nc1 | 2.1 | nt | 0.7

The results go on.
SMILES | NPYLR7 ag | mcGAS lum | hcGAS inh
Cc1nnc(Sc2cc(=O)oc3ccccc23)s1 | 3.1 | nt | -2.1
c1ccc(N2CCN(c3ncccc3CNC3Cc4ccccc4C3)CC2)nc1 | nt | -4.8 | -2.2
O=C(NC1CC1)c1ccccc1N1CCC(NC(=O)C2CCCC2)CC1 | 0.4 | -4.3 | -0.8
Cc1ccc(-c2nc(C=Nc3ccc(Br)cn3)c(O)o2)cc1 | -5.9 | nt | -5.5
Clc1nc(Nc2ccccc2)sc1/C=N\n1cnnc1 | 9.2 | -17.2 | -5.7
CCOc1ccccc1OCCCC(=O)Nc1nncs1 | 8.4 | -6.2 | -3.2
COc1ccc(-c2cnc3ncnn3c2N2CCN(S(=O)(=O)c3cc(Cl)cc(Cl)c3)CC2)cc1OC | 11.0 | -6.1 | -5.4
CC(=O)N(C)c1ccc(NC(=O)NC2(c3ccccc3F)CC2)cc1 | 2.6 | -14.7 | -6.5
O=C(C(Cc1ccccc1)c1ccccc1)N1CCC(c2ccc(F)cc2)CC1 (stereo not given) | -9.3 | nt | -2.0
O=C(CCC1CCCOC1)Nc1cc(-c2cccs2)ncn1 (stereo not given) | -25.0&0.1 | nt | 3.1&-5.5
CCC(=O)c1ccc(OCC(=O)N2CCS(=O)(=O)c3ccccc32)cc1 | -1.8 | nt | -4.1
COC(=O)c1cc(C(=O)N2c3ccccc3Sc3ccccc32)cc([N+](=O)[O-])c1 | -0.2 | nt | -5.0
Cc1c(C(=O)N2CCCC3(CN(C)C(=O)O3)C2)[nH]c2ccc(F)cc12 (stereo not given) | 4.6 | nt | -2.7
C=CCc1ccc(OC(=O)c2ccccc2)c(OC)c1 | -3.0 | -3.3 | -3.7
Cc1ccccc1C1c2ccsc2CCN1C(C)C(=O)N1CCCN(C(=O)c2ccc(Cl)cc2)CC1 (stereo not given) | 8.9 | -4.7 | -2.1
COc1ccc(-n2c(CCC(=O)NCCN3CCOCC3)cc3c2-c2ccccc2CC3)cc1 | 0.1 | -9.0 | -5.5
COc1cc(/C=C/C(=O)Nc2nc3ccc4sc(C)nc4c3s2)cc(OC)c1OC | -0.3 | -3.2 | -2.1
COc1ccccc1-c1cc(C(=O)N2CCN(c3ccccc3F)CC2)n2nc(C(C)(C)C)cc2n1 | 1.4&-8.8 | -7.1&-6.1 | -7.3&-7.4
O=C(Nc1ccc(Cl)cc1F)c1ccc(CN2CCCC2=O)cc1 | 5.4 | nt | -2.9
N#Cc1cccc(C(=O)Nc2ccc(Cl)cc2C(=O)N2CCCC(C(N)=O)C2)c1 (stereo not given) | 7.0 | nt | -10.8
CCOC(=O)c1cccc(NC(=O)N(Cc2ccc3c(c2)c2ccccc2n3CC)Cc2ccco2)c1 | 1.3 | -3.7 | -4.1
CCCc1cc(C2CCCN2C(=O)c2cc(C3CCCCC3)no2)no1 (stereo not given) | -3.4 | nt | -9.5
Cc1cccc(Cn2nc(C)cc2NC(=O)CC2CCS(=O)(=O)C2)c1 (stereo not given) | 29.5 | -11.6 | -9.2
CC1CCc2c(sc(NC(=O)CN3CCN(Cc4ccc(Cl)s4)CC3)c2C#N)C1 (stereo not given) | -8.7 | nt | -3.4
O=C(CCC1CCN(C(=O)c2cnc[nH]2)CC1)N1CCC(Cc2ccccc2)CC1 | 6.2 | nt | -9.1
O=C(NCc1cc(-c2cc3ccccc3o2)on1)c1cc2ccccc2oc1=O | -3.1 | -6.1 | -8.8
O=C(c1cccc(F)c1)N(CCCn1ccnc1)c1nc2ccccc2s1 | -19.9 | -7.4 | -3.8
O=C(NC1CCN(Cc2cccnc2)CC1)c1cccc2nccnc12 | -5.8 | nt | 2.3
O=C1NC2(CCN(S(=O)(=O)c3ccccc3)CC2)Nc2ccc(Br)cc21 | -1.2 | -5.1 | -5.5
CCOc1ccc(C(=O)Oc2cc(C)[nH]c(=O)c2[N+](=O)[O-])cc1OCC | 6.7 | -6.6 | -4.8
Cc1cccc(-c2cccc(NC(=O)C3CCCN(C(=O)c4cc(C)on4)C3)c2)c1 (stereo not given) | 2.8 | -6.6 | -6.6
Cn1nc([N+](=O)[O-])nc1Sc1ccccn1 | 7.6 | nt | -6.4
O=C(OCc1c(Cl)cccc1Cl)c1cnccn1 | 10.9 | nt | -5.5
CC(=O)c1ccc(N=c2scc(C)n2C(C)C)cc1 | -4.3 | nt | -4.4
CC1CCc2oc3ccc(NS(=O)(=O)c4ccc(F)cc4)cc3c2C1 (stereo not given) | -1.4 | nt | -4.7

Given as labelled records: entries from further up.
> Cc1cccc(-c2cccc(NC(=O)C3CCCN(C(=O)c4cc(C)on4)C3)c2)c1 (stereo not given)
  NPYLR7 ag = 2.8	mcGAS lum = -6.6	hcGAS inh = -6.6
> Cn1nc([N+](=O)[O-])nc1Sc1ccccn1
  NPYLR7 ag = 7.6	mcGAS lum = nt	hcGAS inh = -6.4
> O=C(OCc1c(Cl)cccc1Cl)c1cnccn1
  NPYLR7 ag = 10.9	mcGAS lum = nt	hcGAS inh = -5.5
> CC(=O)c1ccc(N=c2scc(C)n2C(C)C)cc1
  NPYLR7 ag = -4.3	mcGAS lum = nt	hcGAS inh = -4.4

Already shown: an excerpt of the list.
SMILES | NPYLR7 ag | mcGAS lum | hcGAS inh
CCCc1nnc(C(=O)N2CC[C@H](NC(C)=O)C2)o1 | 2.0 | nt | 0.1
CCOCCn1c(N2CCC(C)CC2)nc2c1c(=O)[nH]c(=O)n2C | nt | -6.7 | -9.3
O=C(CSc1ccc2nnc(-c3ccncc3)n2n1)N1CCCC1 | -2.7 | -6.2 | -7.8
